S3 lipid droplet: qHTS Assay for Lipid Storage Modulators in Drosophila S3 Cells; lipid storage change, negative = inhibition, % at the top dose, mostly 46.1 µM; hits show Potency in µM; Drosophila S3 cells, BODIPY lipid droplet fluorescence, 18-24 h; cells fed with added oleic acid; 0.64% of 320,000 active; active = well fitted inhibition curve with a large enough effect in the signal ratio, with a control signal flat, not every such curve was filed as active; inconclusive = small, poorly fitted or top-dose-only effect, or effect the other way, or a change in a side signal; the % refers to the signal ratio
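Drosophila S3 cells got compounds at several concentrations plus oleic acid (400 uM solution). Laser-scanning cytometry with 488 nm excitation read lipid droplets at 500-530 nm and cells at 575-640 nm. Percent activity was relative to 20 uM Triacsin C.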
S3 lipid droplet cell count max: second read-out of S3 lipid droplet, no call of its own (marks repeat the call); cell number change, %; measured here: cell count max response;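 cells counted by Cell Tracker Red CMTPX staining in the red channel; peak over a dose series mostly up to 46.1 µM; percent activity relative to internal control wells on each plate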
* marks the source's active call; other numbers are inactive results; i = inactive; ? = inconclusive; . = no result given. % is set by controls: 0 for no effect and ±100 for the full control effect; potency is the fitted concentration of half-maximal effect.

SMILES	S3 lipid droplet	S3 lipid droplet cell count max
CCc1noc(C)c1C(=O)OC(C)C(=O)Nc1ccccc1OC (stereo not given)	?	.
O=C(O)Cc1c(C(=O)O)nnn1-c1cccc(C(F)(F)F)c1	?	.
CN(CCC#N)C(=O)CC(Cc1ccccc1)C1CCOC(C)(C)C1 (stereo not given)	14%	-3
CCS(=O)(=O)c1ccc2oc(=O)c(/C=C(\O)c3ccc(Cl)cc3)nc2c1	?	.
CC(C)CC(=O)N1CCN(Cc2ccc(C(F)(F)F)cc2)CC1	?	.
O=C(Nc1ccccc1)ON=C1c2ccccc2-c2ccccc21	23%	-25
CO/N=C/c1ccc(N2CCOCC2)c([N+](=O)[O-])c1	?	.
N#CCCN(Cc1cccs1)C(=O)Nc1ccccc1	5%	19
O=[N+]([O-])c1ccc(-c2ccc(/C=N/Nc3nc(N4CCCCC4)nc(N4CCCCC4)n3)o2)cc1	5.2µM*	17*
C/C(NC(=O)c1ccccc1F)=C1\C(=O)C[C@@H]2[C@H]1C2(C)C	?	.
CN(Cc1nc(-c2cccs2)no1)CC1COCCO1 (stereo not given)	18%	-1
COc1cccc(NC(=O)C2C3C=CC4(O3)C2C(=O)N(C2CC2)C4C(=O)NC2CCCCC2C)c1 (stereo not given)	?	.
CCOc1cccc2cc(C(=O)NCc3ccccc3)c(=N)oc12	?	.
Cc1ccc(S(=O)(=O)NC2CCSC2=O)cc1C (stereo not given)	?	.
O=C(CN(Cc1ccco1)Cc1cccs1)N1CCN(S(=O)(=O)c2cccc(F)c2)CC1	0%	-3
C/C(=N\NC(=O)c1ccc([N+](=O)[O-])cc1)c1c(O)cc(C)oc1=O	4%	15
CC(=O)N1CCc2cc(S(=O)(=O)NC(Cc3ccccc3)C(=O)NCCN3CCCCC3C)ccc21 (stereo not given)	0%	1
Cc1cccc(C(=O)Nc2nnc(-c3ccncc3)o2)c1	?	.
COc1ccc(Nc2nc3ccccc3c(=O)s2)c(OC)c1	14%	-11
CCOC(=O)N1CCC(NCCNC(=O)c2ccc(F)c(F)c2)CC1	16%	-13
N/C(=N\OC(=O)c1ccc([N+](=O)[O-])cc1)c1ccccn1	?	.
Cc1ccc(/C=C/C(=O)O)cc1S(=O)(=O)NCCCC(=O)O	1%	-19
COC(=O)c1c(NC(=O)C2CC=CCC2C(=O)O)sc(C(N)=O)c1C (stereo not given)	?	.
CCc1ccc2nc3sc(C(=O)N4CCc5ccccc54)c(N)c3cc2c1	?	.

In the list so far, these have an aryl methoxy group:
SMILES	S3 lipid droplet	S3 lipid droplet cell count max
CCc1noc(C)c1C(=O)OC(C)C(=O)Nc1ccccc1OC (stereo not given)	?	.
COc1cccc(NC(=O)C2C3C=CC4(O3)C2C(=O)N(C2CC2)C4C(=O)NC2CCCCC2C)c1 (stereo not given)	?	.
COc1ccc(Nc2nc3ccccc3c(=O)s2)c(OC)c1	14%	-11

Following part
SMILES	S3 lipid droplet	S3 lipid droplet cell count max
Cn1c(NC(=O)CCc2ccccc2)cc(=O)n(C)c1=O	?	.
COc1ccc(CCNC(=O)C(=O)NCC2OCCN2S(=O)(=O)c2ccc(F)cc2)cc1OC (stereo not given)	?	.
CCS(=O)(=O)N1Cc2ccccc2CC1C(=O)Nc1nccs1 (stereo not given)	17%	15
CC(=O)Nc1ccc(NC(=O)C2c3ccccc3Oc3ccccc32)cc1	?	.
CC(C)CCNc1nc2c(c(=O)[nH]c(=O)n2C)n1CC(O)COC(C)C (stereo not given)	i	.
CCOc1ncccc1C(=O)OCC(=O)Nc1c(C)cccc1C	?	.
Cc1cc(C)n2c(SCC(=O)NCc3ccco3)nnc2n1	10%	-3
CC(NC(=O)COc1ccccc1)C(c1ccccc1)N1CCN(C)CC1 (stereo not given)	?	.
COC(=O)c1sc2ccccc2c1C(=O)OC	9%	1
CCCN(CC(=O)Nc1ccccc1C)C(=O)COc1ccc2c(c1)CCC2	?	.
O=C(NC(=S)Nc1ccc(Oc2ccc(Cl)cc2)cc1)c1ccccc1	6%	-2
COc1ccc(-c2nc(CCNC(=O)c3ccc(Br)o3)cs2)cc1	i	29

Of the compounds above, these have a Cl atom.
SMILES	S3 lipid droplet	S3 lipid droplet cell count max
CCS(=O)(=O)c1ccc2oc(=O)c(/C=C(\O)c3ccc(Cl)cc3)nc2c1	?	.
O=C(NC(=S)Nc1ccc(Oc2ccc(Cl)cc2)cc1)c1ccccc1	6%	-2

Remaining list, next part
SMILES	S3 lipid droplet	S3 lipid droplet cell count max
CN(Cc1ccc(C(F)(F)F)cc1)C(=O)c1ccc(Oc2ccccc2)cc1	-4%	-5
COc1cc(/C=N/NC(=O)c2ccccc2)ccc1O	?	.
CCNC(=S)N1CCC(c2nc3ccccc3s2)CC1	-5%	-13
O=C(Nc1cccc(S(=O)(=O)N2CCCCCC2)c1)C1CCC1	13%	-8
N#C/C(=C\c1cccnc1)c1nc2ccccc2[nH]1	-12%	6
COc1ccc(CC2NCCC3(O)CCCCC23)cc1 (stereo not given)	?	.
OC(COCCC12CC3CC(CC(C3)C1)C2)CN1CCCC1 (stereo not given)	5%	15
O=C(Nc1nc(-c2cc(Cl)sc2Cl)cs1)c1ccc(Br)s1	?	.
O=c1[nH]c(-[n+]2ccccc2)c(/C=N/NC([S-])=Nc2ccccc2)s1	-9%	14
O=C(CCc1nc2sc3c(c2c(=O)[nH]1)CCCC3)NCCc1ccccc1	?	.
Cn1cc(CCC(=O)N2CCCC(N3CCN(c4ccccc4F)CC3)C2)cn1 (stereo not given)	i	-3
Cc1cccc(C)c1NC(=O)CNC(=O)C(NC(=O)c1ccc(C(C)(C)C)cc1)C(C)C (stereo not given)	12%	-5
COc1ccc(OC)c(NC(=O)CSc2nc3ccccc3c3nc4ccccc4n23)c1	?	.
CC(=O)c1cccc(NC(=O)C23CC4CC(C2)CC(n2cncn2)(C4)C3)c1	17%	17
CN(C)S(=O)(=O)c1ccc(C(=O)Nc2nnc(-c3ccco3)o2)cc1	?	.
CCCc1ccc(NS(=O)(=O)c2c(C)oc(C)c2C(=O)OC)cc1	?	.
CCS(=O)(=O)N1CCN(c2ccc(C(=O)N3CCOCC3)cc2[N+](=O)[O-])CC1	18%	10
O=C(CNC(=O)c1ccc(Br)cc1)NCc1cccnc1	-9%	7
CC1CC(NS(=O)(=O)c2cccs2)CC(C)(C)C1 (stereo not given)	i	-13
COc1ccc(OC)c(S(=O)(=O)Nc2ccccc2F)c1	?	.
COc1ccccc1CNCC(O)Cn1c2ccccc2c2ccccc21 (stereo not given)	?	.
Cc1ccc(OCCC(=O)OCC(=O)Nc2ccccc2)cc1	?	.
CC1(C)[C@@H](O)CC[C@]2(C)C3C(O)C=C4[C@H]5C[C@@](C)(CO)CC[C@]5(C)CC[C@]4(C)[C@]3(C)CC[C@@H]12 (stereo not given in full)	?	.
CC(C)(C)NC(=S)NCc1ccc2c(c1)OCO2	?	.

Compound profiles, from the list above.
`CCS(=O)(=O)N1CCN(c2ccc(C(=O)N3CCOCC3)cc2[N+](=O)[O-])CC1` is listed as S3 lipid droplet: 18%; S3 lipid droplet cell count max: 10
`CN(C)S(=O)(=O)c1ccc(C(=O)Nc2nnc(-c3ccco3)o2)cc1` is listed as S3 lipid droplet: ?; S3 lipid droplet cell count max: .
`CC(C)(C)NC(=S)NCc1ccc2c(c1)OCO2` is listed as S3 lipid droplet: ?; S3 lipid droplet cell count max: .

Remaining list, next part.
SMILES	S3 lipid droplet	S3 lipid droplet cell count max
CCNC(=O)NC1(C(=O)N2CCC(Cc3ccccc3)CC2)CCCCC1	i	.
Cc1cccc(CNc2ncc(-c3cccc([N+](=O)[O-])c3)n2C)c1	?	.
O=C(COC(=O)c1c2c(nc3ccccc13)/C(=C\c1cccs1)CCC2)Nc1ccccc1Cl	0.58µM*	-13*
Cc1cnccc1CN(C)Cc1cn(C)nc1-c1ccc(Oc2ccccc2)cc1	-1%	10
Cc1cccc(NS(=O)(=O)c2cccc(C(=O)N3CCN(C/C=C/c4ccccc4)CC3)c2)c1	?	.
COc1cccc(-c2nc(CS(=O)(=O)CC(=O)NCCCN3CCN(C)CC3)c(C)o2)c1	?	.
COC(=O)CSc1nc(-c2cccs2)ccc1C#N	?	.
Cc1ccccc1NC(=O)CCS(=O)(=O)c1ccc(Br)s1	?	.
COc1ccc(-n2c(C)n[nH]c2=O)cc1	-7%	21
COc1ccc2nc(SCC(=O)Nc3nonc3C)[nH]c2c1	20%	13
CCSc1ccccc1C(=O)Nc1ccc(S(=O)(=O)NC(C)=O)cc1	-9%	1
Cc1cccc(NC(=S)NC(=O)Cc2ccccc2)c1C	?	.
COc1ccc(NC(C)=O)cc1S(=O)(=O)NC(Cc1ccccc1)C(=O)O (stereo not given)	17%	-5
OC(CN1CCNCC1)Cn1c2ccccc2c2ccccc21 (stereo not given)	?	.
CC(C)(C)NC(=O)c1cccc2c1C(=O)c1ccccc1-2	-5%	0
CCCC(=O)NCCCc1nc2ccccc2n1C	6%	.
CCOC(=O)CCCC(=O)N1CCOCCOCCN(C(=O)CCCC(=O)OCC)CCOCCOCC1	-8%	2
C[C@@H]1CC=C[C@H]2[C@H]1C(=O)N(Cc1ccccc1)[C@H]2c1ccc(/C=C/c2ccccc2)cc1F	12%	10
C=CCN(c1ccccc1)S(=O)(=O)c1cccc(C(=O)Oc2ccc3c(C)cc(=O)oc3c2)c1	?	.
CCc1ccc(CNC(=O)C2CCN(S(=O)(=O)N3CC(C)CC(C)C3)CC2)cc1 (stereo not given)	-16%	14
COc1ccc(OC)c(S(=O)(=O)n2c([N+](=O)[O-])cnc2C)c1	6%	-14
O=C1c2ccccc2C(=O)N1CC(O)COc1ccc(Br)cc1 (stereo not given)	?	.
COc1ccc(C2=CC(c3ccc(F)cc3)n3nnnc3N2)cc1 (stereo not given)	?	.
Cc1ccc(C(=O)NCCc2ccncc2)cc1	-1%	18
O=C(COc1ccc2ccccc2c1)Nc1ccccc1C(=O)O	?	.
CC(=O)c1cccc(NC(=S)N2c3ccccc3CC2C)c1 (stereo not given)	9%	4
CCn1c(=S)sc2c(=O)n(CC(=O)Nc3ccc(OC)cc3)c(C)nc21	i	6
CCOCCCNC(=O)C(Cc1ccccc1)NS(=O)(=O)c1ccc2c(c1)c(=O)n(C)c(=O)n2C (stereo not given)	?	.
CCOC(=O)N1CCN(CC(=O)c2ccc3c(c2)CCN3C(C)=O)CC1	?	.
CCOC(=O)c1ccc(NC(=O)CN2CCN(c3ccccc3)CC2)cc1	?	.
COc1ccc(CCn2c(=N)c(S(=O)(=O)c3ccccc3)cc3c(=O)n4ccccc4nc32)cc1	?	.
COc1cc(C(=O)Nc2ccc(C)cc2)c(-n2cnnn2)cc1OC	-9%	5
O=C(Cc1cccs1)N/N=C/c1ccco1	-4%	.
C1=CCC(CN2CCNCC2)CC1 (stereo not given)	-13%	-10
O=c1cc(CN2CCN(c3cccc(Cl)c3)CC2)c2cc3c(cc2o1)CCCC3	?	.
CCOC(=O)C1CCN(c2ccc(C(=O)O)cc2[N+](=O)[O-])CC1	19%	4
O=C(NCCCO)C(=O)c1c(-c2ccccc2)cc2ccccn12	?	.
O=C(COC(=O)C1CCN(c2ccc(C(F)(F)F)cn2)CC1)Nc1cccc(F)c1	?	.
COc1ccc2cc(C(C)=O)c(=O)oc2c1	?	.
COc1ccc(/C=N\NC(=O)c2ccccc2)cc1COc1ccc(F)cc1	?	.
Cc1ccc(NC(=O)CN(C)C(=O)c2cccc(Br)c2)cc1	i	-5
COc1cc(OC)c2c(-c3ccccc3)cc(=O)oc2c1C(CC(=O)N1CCN(c2ccccc2)CC1)c1ccc(N(C)C)cc1 (stereo not given)	?	.
CSCC[C@H](N)C(=O)N1CCC(C(=O)N[C@@H](C)C(=O)NCc2ccc(F)cc2)CC1	4%	-6
COc1cccc(-c2cccc(NC(=O)C3CCN(Cc4ccc(CO)o4)CC3)c2)c1	-3%	-9
Cc1ccc(-n2c(SCC(=O)NCCN3C(=O)CSC3=O)nnc2-c2ccccc2F)cc1	0%	0
O=C(Cn1nnc(-c2ccc([N+](=O)[O-])cc2)n1)NNC(=O)c1ccccc1	?	.
COc1cc(NC(=O)c2cc3c(Cl)nc4ccccc4c3s2)cc(OC)c1OC	?	.
O=C(O)c1cc2n(n1)CCN(Cc1ccccc1Cl)C2=O	6%	19
O=C(Nc1nnc(C2CCCCC2)s1)c1ccc(Br)s1	?	.
Cc1cccc(C(=O)C2CCOC(C)(C)C2)c1 (stereo not given)	1%	22
CCOC(=O)N1CCN(S(=O)(=O)c2cc(Cl)c(OC)cc2Cl)CC1	2%	-10
O=C(NCCOc1ccccc1Cl)C(=O)NCCOc1ccccc1Cl	?	.
CCOc1ccc(NC(=O)CN(C)C(=O)c2c(-c3c(F)cccc3Cl)noc2C)cc1OCC	?	.
CCN1CCN(C(=O)C2=C(C(=O)O)CCCC2)CC1	-1%	-5
Cc1ccc(CNC(=O)CCS(=O)(=O)c2ccc(Br)s2)o1	?	.
CC1CCN(C(=O)c2[nH]cnc2C(=O)N[C@@H](C)c2ccccc2)CC1	?	.
COC(=O)c1ccc(NC(=O)CS(=O)(=O)c2ccccc2)cc1	?	.
COC(=O)c1ccc(Cl)c(NC(=O)NC23CC4CC(CC(C4)C2)C3)c1	i	-4

Nothing new here: an excerpt of the list.
SMILES	S3 lipid droplet	S3 lipid droplet cell count max
CC1CCN(C(=O)c2[nH]cnc2C(=O)N[C@@H](C)c2ccccc2)CC1	?	.
COC(=O)c1ccc(NC(=O)CS(=O)(=O)c2ccccc2)cc1	?	.
COC(=O)c1ccc(Cl)c(NC(=O)NC23CC4CC(CC(C4)C2)C3)c1	i	-4

Some of the compounds tested; the hit share may differ from the screen's.
